Assay outcomes (PubChem)
GPR55 activation: selective activators of receptor GPR55 – imaging, U2OS cells, beta-arrestin-GFP redistribution, primary screen (AID 1961) | U2OS GPR55 beta-arrestin-GFP redistribution imaging; higher % means a stronger effect | activation, % at 10 µM, or EC50 in µM where a hit was titrated | 0.048% of 290,000 active;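 active means activation above 40% with more than 50 cells counted in the well; inconclusive means wells holding fewer than 50 cells, flagged as toxic or sparse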;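 further: U2OS osteosarcoma cells stably expressing GPR55 and beta-arrestin-GFP; plate controls were DMSO negative control for no effect and LPI positive control for full effect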
T cell HTS: T cell immune modulators affecting CD8 T cell-vesicle binding. 2C CD8+ T cell-vesicle binding, flow cytometry; active compounds read low. calls only at 7 µM. 0.068% of 330,000 active;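 active means response, share of CD8 T cells binding vesicles, and their 90th percentile fluorescence all below set limits, cut at about 80% in these data, passing the limit was not always enough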
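Benchmarks: naked versus QL9-loaded vesicles / Assay system: purified 2C TCR transgenic mouse naive CD8+ T cells / Technique: high-throughput flow cytometry with anti-B7-1 and anti-CD8 staining / Timing: Cell–vesicle co-incubation 1.5 h at 37 °C, staining 20 min on ice / Read-out: percent CD8+ FL2 mean versus row control / Probe or stimulus: QL9-loaded Drosophila micro-vesicles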
GPR55 antagonists: inhibition of LPI-stimulated GPR55 beta-arrestin translocation – imaging, U2OS, beta-arrestin-GFP, LPI agonist, primary screen (AID 2013); U2OS GPR55 beta-arrestin-GFP translocation imaging, LPI antagonism; higher % means a stronger effect; inhibition, % at 10 µM, or IC50 in µM where a hit was titrated; 0.13% of 290,000 active;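 active means spots per cell inhibited over 60%, with over 100 cells counted and total cytoplasm intensity under 500,000; inconclusive means wells with under 100 cells, flagged as likely toxic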;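 further: U2OS cells stably carrying GPR55 and arrestin-GFP stimulated by 5 µM LPI near EC80; imaged beta-arrestin-GFP aggregate spots per cell after agonist stimulation; plate controls were LPI-stimulated DMSO wells for no effect and DMSO wells without LPI for full effect; some results filed as inactive read as strong as hits; confirmed hits need IC50 under 10 µM and bright autofluorescent wells are also inconclusive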
NTR1 ag: NTR1-driven beta-arrestin-GFP spot formation – imaging, U2OS cells, high content, primary screen (AID 493036); P30989; agonist mode; activation, % at 20 µM; 0.17% of 330,000 active;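 active means activation at or above 40% of the spot to cytoplasm intensity ratio, with at least 20 cells analyzed; inconclusive means wells under 20 cells, flagged as cytotoxic or low count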;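 further: 0% = DMSO without peptide and 100% = 100 nM NTR1 peptide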
Target sequence (P30989 whole entry, looked up): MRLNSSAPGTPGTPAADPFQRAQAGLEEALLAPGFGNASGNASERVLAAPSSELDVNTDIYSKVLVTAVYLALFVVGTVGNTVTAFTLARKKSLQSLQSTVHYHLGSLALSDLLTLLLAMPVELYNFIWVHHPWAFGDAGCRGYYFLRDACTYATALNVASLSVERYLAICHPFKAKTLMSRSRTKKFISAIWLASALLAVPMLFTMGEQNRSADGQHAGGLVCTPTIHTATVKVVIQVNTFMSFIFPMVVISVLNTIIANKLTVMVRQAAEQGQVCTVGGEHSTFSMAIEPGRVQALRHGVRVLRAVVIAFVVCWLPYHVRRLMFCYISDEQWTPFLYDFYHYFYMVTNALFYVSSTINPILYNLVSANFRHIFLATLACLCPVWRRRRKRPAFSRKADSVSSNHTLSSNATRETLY
KOR beta-arrestin-1: kappa opioid receptor blockers – cell-based, luminescence, uHTS (AID 1778) | KOR beta-arrestin recruitment, luminescence, antagonist mode; higher % means a stronger effect | inhibition, % at 10 µM; hits with a dose series show IC50 in µM | 0.091% of 290,000 active; in the data active means inhibition above about 50%; further: strong numbers were not always called active
KOR beta-arrestin-2: KOR agonists, beta-arrestin recruitment, primary screen, cell-based, luminescence, uHTS (AID 1777). KOR beta-arrestin recruitment, luminescence; higher % means a stronger effect. one-dose activation, % at 10 µM; EC50 in µM for titrated hits. 0.02% of 280,000 active; in the data active means activation above about 50%, passing the limit was not always enough; further: a part of the inactive calls stands beside numbers as strong as those of hits
West Nile antiviral: West Nile virus antiviral activity, cell-based, CPE readout (AID 1621); West Nile virus-infected cells, CPE inhibition; higher % means a stronger effect; CPE inhibition, % at 10 µM; hits with a dose series show IC50 in µM; 0.02% of 290,000 active; in the data active means a potency from the dose series; inconclusive means CPE inhibition mostly from about 3.7% at the one dose, without a potency; inactive means the rest, 99 in 100 with CPE inhibition below about 2.2%; further: strong numbers were not always called active
GPR35 arrestin U2OS: inhibition of zaprinast-stimulated GPR35 beta-arrestin translocation – imaging, U2OS, beta-arrestin-GFP, zaprinast agonist, primary screen (AID 2058); U2OS GPR35 beta-arrestin-GFP translocation imaging, zaprinast antagonism; higher % means a stronger effect; inhibition, % at 10 µM, or IC50 in µM where a hit was titrated; 0.052% of 290,000 active;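 active means inhibition of at least 50% with at least 30 cells and total cytoplasm GFP at most 10,000,000; inconclusive means under 30 cells or total GFP of 10,000,000 plus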
Salmonella PhoP GFP: PhoP-dependent GFP reporter repression – Salmonella Typhimurium, primary screen (AID 1863) | S. Typhimurium PhoP-regulated promoter GFP reporter, 4 h; higher % means a stronger effect | one-dose inhibition, % at 50 µM; IC50 in µM for titrated hits | 0.16% of 300,000 active;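 active means inhibition over 29.93%, a cutoff 3 SD above the screen mean, later confirmed by dose response; inconclusive means inhibition over 29.93% but no dose response follow-up; inactive means inhibition at most 29.93% or unconfirmed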;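 further: 0% = low Mg2+ inducing control and 100% = high Mg2+ repressing control; strong numbers were not always called active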
T cell HTS vesicle-bound %: second read-out of T cell HTS, no call of its own (marks repeat the call); double positive events, %; measured here: CD8+ vesicle-bound cell fraction;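 binding gate set so that unloaded-vesicle control wells show 10% double positive cells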
NTR1 ag cell count 20 µM: further read-out of NTR1 ag, marked with its call; cell count; measured here: cell count, cytotoxicity flag
* marks the source's active call; other numbers are inactive results; i = inactive; ? = inconclusive; . = no result given; [ ] = dose if it differs, or a comment.

Each structure is followed by: GPR55 activation, T cell HTS, T cell HTS vesicle-bound %, GPR55 antagonists, NTR1 ag, NTR1 ag cell count 20 µM, KOR beta-arrestin-1, KOR beta-arrestin-2, West Nile antiviral, GPR35 arrestin U2OS, Salmonella PhoP GFP
N=C1C(c2ccccc2)=C(O)CN1c1cccc2ccccc12
  0.1%, i, 27, 7%, -0.5, 47, -6%, -1.6%, -0.4%, 2%, 2%
COc1c(F)c(F)c(C(=O)Nc2ccc(N3CCN(Cc4ccccc4)CC3)cc2)c(F)c1F
  0.0%, i, 44, 0%, 10, 68, -22%, -2.1%, ?, -11%, 15%
COc1ccc(CNC(=O)C(C)NS(=O)(=O)c2ccc(C)cc2)cc1 (stereo unspecified)
  -0.2%, i, 25, 3%, 1.4, 46, -4%, -6.3%, -0.2%, 11%, 1%
Cc1nn(Cc2ccccc2)c(C)c1NC(=O)CSc1n[nH]c(C)c1[N+](=O)[O-]
  -0.2%, i, 8, 5%, -0.7, 74, -15%, -4.0%, -0.6%, 4%, 11%
Cc1ccc2nc(N/C(=N/S(=O)(=O)c3ccc(F)cc3F)c3ccccc3)sc2c1
  -0.6%, i, 44, -11%, 2.2, 62, -51%, -0.6%, 1.1%, 15%, -12%
Cc1c(Cl)cnc(NC(=O)CSc2nnc(C)n2Cc2ccccc2)c1Cl
  -0.1%, i, 10, -3%, -1.2, 48, -29%, -2.9%, -0.1%, 11%, 10%
COc1ccc(NC(=O)c2ccc(CN(c3cc(Cl)ccc3C)S(=O)(=O)c3ccccc3)cc2)cc1OC
  -0.3%, ., ., -1%, 1.1, 56, -2%, -5.2%, 0.3%, -6%, -11%
COC(=O)c1cn(NC(=O)c2ccc3c(c2)OCO3)c(=O)c2ccccc12
  0.0%, i, 46, 14%, -0.1, 82, 8%, -1.1%, 0.2%, 12%, 1%
O=C(CCCOc1ccccc1)Nc1ncccn1
  -0.2%, i, 34, -5%, 2.6, 43, ., 8.0%, -0.3%, -10%, 8%
Cc1ccc(C)c(N2CCN(S(=O)(=O)c3ccc4c(c3)oc(=O)n4C)CC2)c1
  -0.4%, i, 24, 12%, 5.5, 48, -1%, -2.7%, -0.1%, 5%, 17%
OCCC1CN(C2CCSCC2)CCN1C1CCCC1 (stereo unspecified)
  -0.1%, i, 33, -5%, -1.3, 61, 27%[20 µM], ., -0.2%, -9%, .
CC(=O)c1ccc(NC(=O)CC23CC4CC(C2)CC(n2nnc(C)n2)(C4)C3)cc1
  0.0%, i, 14, -10%, -0.9, 63, -13%, -2.4%, -0.9%, 6%, 0%
Cc1ccc(OCC(=O)Nc2ccncc2)cc1
  0.8%, i, 58, 8%, 3.3, 58, -18%, -4.7%, -0.5%, 5%, 0%
CCCC(=O)Nc1c(-c2ccc(C)cc2)c(=O)c2ccccc2n1C
  1.1%, i, 46, -6%, -0.2, 87, 12%, 2.5%, -0.7%, -11%, 13%
O=C1OCCC1Sc1nc2ccccc2c(=O)n1-c1ccc(F)cc1 (stereo unspecified)
  -0.4%, i, 31, 7%, 4.2, 51, 0%, -6.4%, 0.4%, -2%, 9%
CCCn1c(SCC(=O)Nc2nnc(C)s2)nnc1C1CC1
  0.0%, i, 61, -5%, -0.1, 52, -2%, -6.3%, 0.3%, 1%, -4%
CCC(=O)N1c2ccc(S(=O)(=O)N3CCN(c4ccccc4Cl)CC3)cc2CC1C (stereo unspecified)
  0.3%, i, 16, -4%, -0.1, 47, 14%, -0.6%, 2.1%, -6%, 5%
COc1ccc2nc3ccccc3nc2c1N
  -0.3%, i, 23, 4%, 1.3, 66, -18%, 2.4%, 0.8%, 3%, -4%
O=C(NCc1cccc(Cl)c1)c1ccc2c(c1)OCCO2
  -0.1%, i, 49, -9%, -0.6, 53, -21%[20 µM], 0.8%, 0.1%, 9%, -3%
CCCCN(CCCNC(=O)C1CCN(S(=O)(=O)N2CCOCC2)CC1)Cc1ccccc1
  -0.1%, ., ., 0%, ., ., 29%, 2.2%, -0.1%, -10%, 16%
CCn1c(N2CCN(C(=S)Nc3ccc(OC)cc3)CC2)nc2ccccc21
  -0.1%, i, 44, 8%, 0.5, 39, 11%, 1.1%, -1.7%, -13%, -1%
COc1cc(OC)cc(C(=O)Nc2cccc(-c3ccc4nncn4n3)c2)c1
  0.9%, i, 18, 5%, 0.3, 77, -7%, -4.5%, -0.8%, -17%, -3%
Cc1nc(COC(=O)c2cc(O)c3ccccc3c2O)cs1
  -0.2%, ., ., 4%, ., ., -18%, -7.3%, 0.2%, 9%, -5%
Cc1ccc(-n2ncc3c(NNC(=O)c4cccs4)ncnc32)cc1
  -1.0%, i, 25, 12%, 0.1, 55, -2%, -3.7%, 1.8%, -6%, 9%
COCCNC(=O)c1cccc(OC2CCN(Cc3ccc(C(C)C)cc3)CC2)c1
  -0.2%, i, 50, 2%, -0.7, 107, 30%[20 µM], -6.6%, -0.8%, 4%, 4%
Clc1cccc(-c2ccc(CNCc3ccccn3)o2)c1
  0.3%, i, 64, 8%, 0.3, 72, 3%[20 µM], 2.5%, -0.6%, 1%, 10%
c1ccc(Cn2nnnc2CN2CCCC2)cc1
  1.0%, i, 35, -1%, -0.2, 42, -14%, 1.2%, 0.4%, -3%, 4%
COc1ccc(/C=N/NC(=O)COc2ccccc2-c2ccccc2)cc1
  -0.3%, i, 57, -23%, 4.8, 54, -198%, -0.6%, -0.2%, 7%, -4%
Cc1cc(C)cc(-n2c(C)nc3cc(C(=O)O)ccc32)c1
  0.0%, i, 55, 8%, 3.1, 51, 2%, 8.3%, 0.3%, 1%, 3%
CC(C)[C@H](NC(=O)[C@H](Cc1ccccc1)n1c(=O)[nH]c2ccccc2c1=O)C(=O)N1CCC[C@@H]1C(=O)O
  0.5%, i, 44, -2%, -2.0, 96, -66%[20 µM], -1.7%, 0.1%, -4%, .

The listing continues.
Each structure is followed by: GPR55 activation, T cell HTS, T cell HTS vesicle-bound %, GPR55 antagonists, NTR1 ag, NTR1 ag cell count 20 µM, KOR beta-arrestin-1, KOR beta-arrestin-2, West Nile antiviral, GPR35 arrestin U2OS, Salmonella PhoP GFP
CC1(C)Cc2c(cnn2-c2ccc(F)cc2)C(NC(=O)Cn2cncn2)C1 (stereo unspecified)
  0.2%, i, 23, 0%, -1.4, 57, 3%, -3.1%, -0.4%, -11%, 9%
CC(C)Cc1cc(CN2CCCC(CO)(Cc3cccc(Cl)c3)C2)[nH]n1 (stereo unspecified)
  -0.2%, i, 0, 0%, 1.3, 43, -9%, 0.8%, -1.8%, 6%, -2%
Cc1onc(-c2cccc(Cl)c2Cl)c1C(=O)O/N=C(\N)c1ccc([N+](=O)[O-])o1
  -0.1%, i, 29, 3%, 5.4, 50, 18%, 2.7%, 14%, 3%, 1%
S=C(NCc1ccccc1)NCc1ccccc1Cl
  -0.1%, i, 5, -1%, 0.0, 53, -7%, -1.8%, 0.2%, 2%, 6%
CC(=O)Nc1nc2ccc(S(=O)(=O)N3CCCCC3)cc2s1
  0.0%, i, 14, 21%, 3.2, 48, 18%, 3.4%, 0.0%, 6%, -3%
CC12c3ccccc3C(c3ccccc31)C1C(=O)N(c3ccncc3)C(=O)C12 (stereo unspecified)
  -0.2%, i, 30, -8%, 3.4, 54, 2%[20 µM], ., -1.1%, 3%, -1%
CC(NC(=O)CCc1nnc(-c2ccc(-c3ccccc3)cc2)o1)c1nc2ccccc2[nH]1 (stereo unspecified)
  0.8%, i, 35, 10%, 0.4, 40, -24%, -0.4%, -1.4%, 10%, -6%
C=CCOc1ccc(/C=C2\C(=N)N3N=C(S(=O)(=O)CC)SC3=NC2=O)cc1OC
  -0.1%, i, 34, 7%, 0.4, 91, 9%, -4.2%, 1.0%, -7%, -9%
CC(=O)c1cc(F)c(N2CCN(C(=O)Cc3ccccc3)CC2)cc1C
  -0.2%, i, 51, -4%, 0.0, 43, -56%, -0.2%, -0.1%, 4%, 15%
COc1ccccc1NC(=O)C1Cc2ccccc2CN1C(=O)c1ccco1 (stereo unspecified)
  0.3%, i, 29, 8%, -1.2, 35, -47%, -0.5%, -0.4%, 18%, 0%
CC1(C#CC[N+]2(C)CCCCC2)CCC2C(O1)c1ccccc1OC2(C)C (stereo unspecified)
  -0.6%, i, 55, 4%, 0.1, 32, 20%, -3.7%, -0.1%, -3%, -5%
Cc1ccc2c(C)c(C(=O)Nc3c(C)n(C)n(-c4ccccc4)c3=O)oc2c1
  -0.2%, i, 40, 7%, -1.4, 47, -55%, -1.3%, -0.2%, -4%, -12%
Cc1cc(=O)oc2cc(OC(C)C(=O)N3CCCc4ccccc43)ccc12 (stereo unspecified)
  0.3%, i, 54, 1%, 0.2, 74, 10%, 2.9%, -0.2%, -17%, 6%
O=C(Cn1nc(-c2ccccc2)ccc1=O)NCC1COCCO1 (stereo unspecified)
  -0.1%, i, 7, -2%, 0.8, 60, 10%, -2.0%, 1.0%, 7%, -7%
Cn1c(CO)cnc1SCc1ccc(Cl)cc1
  -0.1%, i, 16, 15%, -0.3, 55, -5%, 2.5%, 0.0%, -5%, 15%

One compound at a time (already shown). Order of screens: GPR55 activation, T cell HTS, T cell HTS vesicle-bound %, GPR55 antagonists, NTR1 ag, NTR1 ag cell count 20 µM, KOR beta-arrestin-1, KOR beta-arrestin-2, West Nile antiviral, GPR35 arrestin U2OS, Salmonella PhoP GFP
`CC1(C)Cc2c(cnn2-c2ccc(F)cc2)C(NC(=O)Cn2cncn2)C1` (stereo unspecified) in the list: 0.2%, i, 23, 0%, -1.4, 57, 3%, -3.1%, -0.4%, -11%, 9%
`S=C(NCc1ccccc1)NCc1ccccc1Cl` in the list: -0.1%, i, 5, -1%, 0.0, 53, -7%, -1.8%, 0.2%, 2%, 6%
